Jurkat NFkB inh: inhibitors of induced NF-kB luciferase reporter, primary screen, TCR NF-kB activation inhibitor project, cell-based, luminescence, uHTS | Jurkat, PMA/ionomycin-induced NF-kB luciferase reporter | inhibition, % at 4 µM | 330,000 compounds, 0.53% hits
SENP8 inh: SENP8 protease inhibitors, primary screen, biochemical, luminescence; inhibition, % at 10 µM; purified SENP8, Z-RLRGG-aminoluciferin cleavage; AID 2540, 2010; 330,000 compounds, 1.2% hits; Sentrin-specific protease 8 (Homo sapiens), Q96LD8
Gli-Sufu block: Gli-Sufu pathway antagonists, primary screen, luciferase luminescence, Sufu-KO-LIGHT cells, uHTS | inhibition, % at 5 µM | Sufu-KO-LIGHT fibroblasts, Gli luciferase reporter luminescence | AID 588413, 2011 | 340,000 compounds, 0.74% hits;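 active = inhibition above about 55%, limit read from the data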;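 also: 0% = DMSO-treated cells and 100% = wells with medium but no cells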
UBC13 inh: UBC13 polyubiquitin chain formation inhibitors, primary screen, biochemical, TR-FRET, uHTS; Ubiquitin-conjugating enzyme E2 N (Homo sapiens), P61088; inhibition, % at 20 µM; 330,000 compounds, 0.47% hits; in the data active = inhibition above about 45%, passing the limit was not always enough
697 NFkB inh: inhibitors of PMA/ionomycin-induced NF-kB reporter, 697 cells, primary screen, B-cell NF-kB inhibitor project, cell-based, luminescence, uHTS | 697 B-cell NF-kB luciferase reporter, 16 h | inhibition, % at 4 µM | 330,000 compounds, 0.33% hits | AID 435022, 2010; in the data active = inhibition above about 35%
SENP7 inh: SENP7 protease inhibitors, primary screen, biochemical, luminescence, uHTS; recombinant SENP7, Z-RLRGG-aminoluciferin luminescence, 40 min; inhibition, % at 5 µM; 330,000 compounds, 1.5% hits;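 active = inhibition above about 50% at the single test dose, limit read from the data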;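 also: plate controls were DMSO with enzyme for no effect and no enzyme buffer wells for full effect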
Apaf1 inhib: inhibitors of human Apaf-1 apoptosome, primary screen, biochemical, DEVD-Rh110 fluorescence, uHTS. 330,000 compounds, 0.71% hits. Apoptotic protease-activating factor 1 (Homo sapiens), O14727. inhibition, % at 20 µM. reconstituted apoptosome caspase-3 activity. AID 489030, 2010; active = inhibition of at least 40% at 20 µM;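 also: plate controls were DMSO wells for no effect and DEVD-CHO caspase inhibitor wells for full effect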
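Assay system: Apoptosome proteins | Medium: pH 7.5 Hepes buffer with CHAPS, BSA, DTT | Also added: Cytochrome c and DEVD-Rh110 substrate | Times: 30 min plus 50 min, RT | Detection: Rhodamine 110 fluorescence at Ex 480/Em 540 nm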
HKDC1 inh: HKDC1 hexokinase inhibitors, primary screen, biochemical, fluorescence, uHTS; Q2TB90; recombinant HKDC1, G6PDH/diaphorase resazurin coupled fluorescence; inhibition, % at 20 µM; 340,000 compounds, 0.16% hits; AID 493160, 2011;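 active = inhibition above about 35% when tested at 20 µM, limit read from the data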;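 also: plate controls were DMSO wells with enzyme for no effect and DMSO wells lacking enzyme for full effect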
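Test system: HK5 enzyme. Quantity: 5 µg/mL HK5 final. Reagent: glucose and ATP substrates. Schedule: 90 min reaction incubation at room temperature, dark. Technique: resazurin-to-resorufin fluorescence via G6PDH and diaphorase coupling, 525/613 nm. Control set: DMSO wells with and without enzyme mix.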
An asterisk follows results filed as active. Rule as the data show it, unless noted: active = inhibition above about 50%; inactive = the rest. The order is random, and some 3.6% of all compounds hit somewhere here.

Values run as follows: SENP7 inh, Apaf1 inhib, 697 NFkB inh, HKDC1 inh, Jurkat NFkB inh, SENP8 inh, UBC13 inh, Gli-Sufu block
Cc1cccn2c(=O)c3cc(C(N)=S)c(=N)n(CCCN4CCOCC4)c3nc12
  -5.0, 14.6, 10.6, -53.8, 8.4, 8.2, 2.3, 19.3
O=C(c1cc(-c2cccc(O)c2)on1)N1CCc2ccccc2C1
  2.5, 3.8, 5.5, 7.3, -6.9, -2.3, 14.5, -13.0
O=C(NNC(=O)c1cc(-c2ccncc2)nc2ccccc12)c1ccccc1O
  12.3, 6.9, -0.1, -11.1, 8.3, -2.6, -8.1, -4.8
CC(C)(C)c1ccc(C(=O)NCC(=O)N2CCC3(CC2)NCCc2[nH]cnc23)cc1
  11.3, 2.8, 2.0, -6.5, 0.8, -9.2, -4.2, 1.4
Cc1nn(CC(=O)Nc2nnc(CC(=O)N3CCCC3)s2)c(=O)c2ccccc12
  -1.0, -6.8, 10.0, 4.3, -7.9, -3.9, -3.7, 2.5
COc1ccc(N2C(=O)C(Cl)=C(N(CCO)Cc3ccccc3)C2=O)cc1
  6.6, 16.3, 1.9, -1.2, -1.1, -2.4, 1.0, 10.4
CS(=O)(=O)N1CCN(C(=O)c2ccc(F)cc2)CC1
  -0.8, -4.5, -3.8, 6.0, 13.2, 6.6, 2.0, 3.3
Cn1cc(S(=O)(=O)NCc2ccc(F)cc2)c(=O)n(C)c1=O
  -6.6, 2.9, -11.0, -7.3, 0.8, 4.2, -6.3, -4.2
CCCC(=O)NC(=S)Nc1nc(-c2ccc(OC)cc2)cs1
  -9.9, -1.0, -46.9, -11.0, 9.8, -5.9, -16.3, -11.6
CCC(OC(=O)c1nsc(Cl)c1Cl)C(=O)NC(C)(C)CC (configuration not stated)
  5.1, -6.0, 12.4, -9.1, 6.1, 0.0, -6.3, -3.5
Cc1onc(-c2ccccc2Cl)c1C(=O)Nc1ccc(N2CCOCC2)cc1
  8.3, 23.5, 3.9, -4.0, -3.6, -1.1, -6.7, 4.7
Cc1ccc(S(=O)(=O)NC(C)C(=O)OCC(=O)N(C)c2ccccc2)cc1 (configuration not stated)
  1.6, -2.9, 30.8, 2.2, 5.7, -4.1, 4.6, 7.6
CC1=CC(=C2C(=O)c3ccccc3C2=O)C=C(C)O1
  34.4, 8.0, -48.4, -6.2, -37.6, 9.6, -22.2, -28.3
COC(=O)[C@@]1(Cc2ccc(F)cc2)[C@H]2c3cc(C(=O)N(C)C)n(Cc4ccc(OC)c(OC)c4)c3C[C@H]2CN1C(=O)c1ccccc1
  16.4, 29.9, -1.9, -1.6, -6.9, -7.5, 3.2, 5.5
O=c1c2ccccc2c(-c2cccc(C(F)(F)F)c2)nn1-c1ccccc1
  -3.2, 7.4, -2.6, 5.1, -1.5, 2.5, 5.5, 7.0
Cc1ccc2cccc(O)c2[n+]1[O-]
  10.0, 18.1, -7.9, 12.4, -9.1, -2.1, 1.0, 4.2
Cc1cccc(N(C(=O)c2snc(C(N)=O)c2N)C(C(=O)NCc2ccccc2)c2ccncc2)c1 (configuration not stated)
  0.3, 22.7, -5.7, -3.0, -14.3, -3.7, 23.0, 37.5
CC1=C/C(=C(/c2cc(C)c(O)c(Br)c2)c2ccccc2S(=O)(=O)O)C=C(Br)C1=O
  22.1, 13.7, 8.5, 23.8, 0.9, 43.4, -34.2, 4.0
O=C(NC12CC3CC(CC(C3)C1)C2)N1CCCC(CO)C1 (configuration not stated)
  5.7, -7.2, 12.9, -7.9, -17.5, -5.1, -6.5, -5.0
O=C(c1ccoc1)N1CCCC(N2CCN(c3cccc(C(F)(F)F)c3)CC2)C1 (configuration not stated)
  -5.5, -0.3, -6.6, 2.6, 11.8, -9.6, -4.7, 1.2
CC(C)CN1CN(Cc2ccccc2)CNC1=S
  4.2, -5.8, 12.0, -8.9, 13.1, -2.7, 2.1, -3.0
CCOc1ccccc1NC(=O)CSc1nnc(-c2cnccn2)n1C
  2.8, -17.1, 0.4, -2.8, 1.9, -2.7, 10.3, 4.6
O=C(NC1CCCCCC1)C1CCN(S(=O)(=O)c2cnc[nH]2)CC1
  -3.8, -5.8, 13.3, -2.5, 4.2, 4.2, 10.9, -4.6
CC(=O)c1ccc(-c2nc3c4ccccc4ccn3c2C(C)=O)o1
  6.7, 16.6, -23.3, -9.0, -8.9, -2.8, 21.7, 8.0
CC(C)(C)NC(=O)NC(=O)CN1C(=O)NC(c2ccccc2)(c2ccccc2)C1=O
  3.9, 34.7, 0.9, 1.3, 2.8, 10.0, 6.4, 19.0
Cc1cc(C(=O)N2CCCC(N3CCN(c4cccc(C(F)(F)F)c4)CC3)C2)no1 (configuration not stated)
  5.2, -4.7, 15.9, -5.3, 21.1, 1.8, 11.2, 9.9
CC(=O)NS(=O)(=O)c1ccc(N=c2ssc3c2-c2cc(C)ccc2NC3(C)C)cc1
  -18.0, -8.9, -20.7, 4.6, 14.1, -0.1, -6.7, -0.4
Cc1ccc(NC(=O)CN(C)C(=O)COc2ncnc3ccc(Br)cc23)cc1
  10.2, 5.2, 0.0, -2.4, 3.1, -1.1, 12.7, 1.9
CCOC(=O)C(NCc1ccc2c(c1)OCO2)(NC(=O)c1ccccc1)C(F)(F)F (configuration not stated)
  15.6, -1.4, 16.9, -0.9, 7.2, 0.0, 6.2, 0.3
O=C(NCC1CCCO1)c1ccccc1NC(=O)c1cccc2ccccc12 (configuration not stated)
  -9.1, -7.8, -2.7, -3.4, 0.6, -5.4, -1.2, 9.6
CCOC(=O)c1cc(C)sc1/N=C/C1C(=O)CC(C)(C)CC1=O
  1.8, -10.5, -27.4, 14.1, -1.3, -2.6, -2.9, -2.9
COc1ccccc1C(=O)Nc1ccc2c(c1)OCCO2
  43.0, 11.9, -124.4, 2.0, -99.9, 16.0, -4.8, -70.6
COc1ccc(C2(C)NC(=O)NC2=O)cc1OC (configuration not stated)
  1.6, 7.7, -8.4, 3.6, -6.0, 1.5, -7.1, 20.1
CC1(C)CC(=O)C(C=NCCN2CCN(C(=O)c3ccc(Br)cc3)CC2)=C(O)C1
  -5.2, 10.2, 1.5, 0.8, -30.3, -7.6, -1.5, 1.8
COC(=O)[C@H](CCSC)NC(=O)Cn1cnc2c(OCc3ccccc3)ncnc21
  -7.9, 12.2, -16.7, -0.3, -11.7, 2.9, -15.8, 30.9
COC(=O)c1sc(C(F)(F)F)c(-c2ccccc2)c1S(=O)(=O)N1CCCC1
  -7.3, 14.2, 12.4, 4.3, 19.8, 10.4, 7.3, 0.7
Cc1[nH]c2c(Br)cccc2c1[C@H]1[C@@H](CC#N)C1(C)C
  0.0, 3.1, -15.0, 1.8, -13.0, 5.1, 11.1, 7.4
COc1ccc(Br)cc1C(=O)Nc1ccc(N2CCCC2)cc1
  5.7, 18.1, 10.0, -6.4, 35.4, -10.0, -1.1, -8.4
O=C(COC(=O)c1ccccc1O)Nc1ccc(OC(F)F)cc1
  -0.1, -12.0, 11.3, 5.6, 7.0, -2.6, 14.3, 3.1
CCc1cccc2c(C=C(C#N)C#N)cn(CC(=O)N3CCCCC3)c12
  2.1, -4.3, 10.7, -8.2, 11.0, -3.7, -3.6, 5.7
Cn1nc(CC(=O)NCc2ccc(F)cc2)c2ccccc2c1=O
  -7.4, 3.9, -20.6, -5.5, 22.3, -3.9, 2.1, 13.0
CC(C)=CCOc1ccc([C@@H]2COc3c(ccc4c3C=CC(C)(C)O4)C2)c(O)c1
  11.3, 9.6, -22.7, 3.7, 6.9, -9.7, -10.3, 8.9
COCC(O)CSc1c([N+](=O)[O-])nc(C)n1Cc1ccc(OC)c([N+](=O)[O-])c1 (configuration not stated)
  -8.1, 1.9, 19.5, -0.7, 2.9, -9.6, -3.7, 15.2
COc1ccc2c(c1)CC/C(=C\c1ccc(OC)c(Cn3cccn3)c1)C2=O
  9.8, 22.2, -33.9, 19.9, -20.1, -3.5, -6.1, 5.3
COC(=O)c1cc(-c2ccc(OC)cc2F)nc2nc(SC)[nH]c(=O)c12
  -0.7, 8.0, -9.2, -2.2, -6.2, -4.7, 6.5, -8.8
CCOC(=O)CNC(=O)CSc1nnnn1-c1cc(C)ccc1C
  -7.1, 2.6, 14.3, -8.4, 6.1, -7.4, -1.0, -2.2
CCCCCC(=O)NN=C1CCN(Cc2ccccc2)CC1
  -3.1, 5.2, 5.1, -5.2, -7.2, -10.5, -3.8, -16.1
COc1cc(CNCCO)ccc1OCCc1ccccc1
  3.5, -2.5, -45.0, 5.2, -22.4, 5.3, 3.7, 33.6
Cn1c(SCC(=O)c2ccccc2)nnc1-c1cnccn1
  4.9, 7.9, -3.5, 0.5, -30.1, -4.5, -11.3, -35.9
COC(=O)CC1SCCNC1=O (configuration not stated)
  -2.9, 3.4, -0.9, -7.0, -3.1, -5.9, -5.0, 3.1
Nc1cc2c(cc1Cl)N(Cc1ccccc1)C(=O)CO2
  8.9, -9.1, -11.3, 7.3, 0.5, 14.7, 13.0, -7.2
COc1ccc(CCNC(=O)C2CCN(S(=O)(=O)c3ccc(OC)cc3)CC2)cc1
  1.7, 2.4, 0.1, 0.8, 13.2, -3.2, -3.2, 0.5
O=C(CN1C(=O)c2ccccc2S1(=O)=O)c1ccccc1
  -2.0, -2.9, 15.1, -2.8, -2.4, 11.0, 7.3, 73.0*
Cc1cccc(C)c1OCc1cc(C(=O)NCc2ccc(Cl)s2)no1
  1.5, 19.8, 1.7, -2.7, 8.2, 12.3, -0.9, -11.8
Cc1ccc(Nc2nc3ccccc3n3cnnc23)cc1Cl
  3.7, 18.5, 11.9, -4.5, -19.3, -2.8, 11.0, 3.8
Cc1ccc(SCC(=O)OC(C)C(=O)NCc2ccccc2)cc1 (configuration not stated)
  6.0, 14.4, 11.6, -6.1, -2.0, -8.4, 2.5, -12.1
COc1ccc2c3c([nH]c2c1)C(C)N(C(C)=O)CC3 (configuration not stated)
  -1.7, -3.3, 18.4, -4.7, 2.7, 5.9, 3.3, 5.6
COC(=O)c1c(C)[nH]c(C(=O)OCC(=O)NCC(C)C)c1C
  0.6, 0.7, 16.3, -4.4, 2.5, 4.0, -0.5, 0.8
